PV pol inh – poliovirus RdRp elongation inhibitors, primary screen, biochemical, fluorescence polarization, total intensity. Genome polyprotein (Poliovirus type 1 (strain Mahoney)), P03300. poliovirus polymerase elongation; stronger effect = lower value. % elongation, % (compound at 16.7 µg/mL). 0.66% of 150,000 active; in the data active = % elongation below about 90%; note: some results filed as inactive read as strong as hits
Target sequence (P03300 1749-2209 limits assumed): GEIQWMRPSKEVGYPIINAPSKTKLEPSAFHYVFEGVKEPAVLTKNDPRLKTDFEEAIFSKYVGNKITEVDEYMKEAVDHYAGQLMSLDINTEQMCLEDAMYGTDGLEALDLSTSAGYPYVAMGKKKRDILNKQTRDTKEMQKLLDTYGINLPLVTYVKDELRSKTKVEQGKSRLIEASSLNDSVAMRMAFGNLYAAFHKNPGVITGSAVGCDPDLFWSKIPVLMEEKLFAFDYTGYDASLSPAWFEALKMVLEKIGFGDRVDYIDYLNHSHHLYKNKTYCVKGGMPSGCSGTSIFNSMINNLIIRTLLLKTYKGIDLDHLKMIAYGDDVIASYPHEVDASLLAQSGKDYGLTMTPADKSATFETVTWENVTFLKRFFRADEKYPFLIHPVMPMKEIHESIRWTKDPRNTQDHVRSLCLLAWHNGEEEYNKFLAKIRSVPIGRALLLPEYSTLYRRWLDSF
PV pol inh FP z-score – also measured in PV pol inh; calls as there; z-score; measured here: FP z-score; hits read low
Starred values were filed as active, the others as inactive; & = joins results of further samples. A portion of the library, so the mix of outcomes need not match the whole.

Order of results: PV pol inh	PV pol inh FP z-score
> CC(=O)N1N=C(c2ccccc2)OC12CCCC2
→ 102	0.1
> Cc1cc(C)nc(SC2=CS(=O)(=O)c3ccccc32)n1
→ 103	0.2
> Cc1ccc(S(=O)(=O)N2CCC[C@H]2C(=O)Nc2ccc(-c3nnc4n3CCCCC4)cc2)cc1
→ 101	-0.4
> O=C(NC(=O)c1c(Cl)cccc1Cl)Oc1ccc(C(F)(F)F)cc1
→ 106	0.2
> COc1ccccc1CNC(=O)c1ccc2c(=O)n3c(nc2c1)CCCCC3
→ 101	-0.3
> Cc1ccc(N2C(=O)C3SC(N)=C(C#N)C(c4ccco4)C3C2=O)cc1 (stereo not drawn)
→ 104	0.7
> CN(C)CCN(Cc1ccco1)C(=O)Cn1nc(Cc2ccncc2)c2ccccc2c1=O
→ 102	-0.7
> C(=NN1CCN(c2ccccn2)CC1)c1cccc2ccccc12
→ 103	0.2
> O=c1[nH]c(=O)n(C2OC(CO)C(O)C2O)cc1Br (stereo not drawn)
→ 98	-0.5
> COc1ccccc1C(=O)CSc1nnnn1-c1ccc(C)cc1C
→ 102	-0.1
> CC(C)c1ccccc1NC(=O)COC(=O)COc1ccc(Cl)cc1
→ 100	-0.3
> CCC(C)c1ccc(OCC(=O)Nc2ccc(NC(=O)c3ccco3)cc2)cc1 (stereo not drawn)
→ 100	-0.1
> CCn1c(SC/C(O)=C(\C(=O)OC)c2nc3ccccc3[nH]2)nnc1-c1ccccc1OC
→ 102	-0.1
> COc1cccc(CNC(=O)c2cc3cc(C)ccc3n2C)c1
→ 113	1.5
> CC(C)c1ccc(NC(=O)Cn2c3ncccc3c(=O)n2-c2ccccc2)cc1
→ 33*	-5.2*

The list goes on.
Order of results: PV pol inh	PV pol inh FP z-score
> Cc1ccc2oc(=O)n(CC(=O)OC(C)C)c2c1
→ 102	0.4
> CC1(C)O[C@@H]2C[C@H]3[C@@H]4C[C@H](F)C5=CC(=O)C=C[C@]5(C)[C@H]4[C@@H](O)C[C@]3(C)[C@]2(C(=O)CO)O1
→ 101	0.2
> Clc1ccccc1COc1ccccc1-c1nnco1
→ 106	0.5
> COc1cccc(CNS(=O)(=O)c2ccc3c(c2)CCN3C(=O)C2CCC2)c1
→ 106	-0.8
> CC(C)COC(=O)Nc1ccccc1I
→ 101	-0.4
> O=C(CCCN1C(=O)c2cccnc2Oc2ccc(Cl)cc21)NCc1ccccc1F
→ 106	0
> Cc1ccc2c(COC(=O)C3COc4ccccc4O3)cc(=O)oc2c1 (stereo not drawn)
→ 106	0.4
> CCn1c(C)c(CCC(=O)Nc2cccc(OC)c2)c(=O)n2nc(-c3ccccc3OC)cc12
→ 103	0.2
> CC1CN(CN2C(=O)CCC2=O)CC(C)O1 (stereo not drawn)
→ 102	0.1
> CCOc1ccc2[nH]c(=O)c(CN(CC3CCCO3)C(=O)N(CC)CC)cc2c1 (stereo not drawn)
→ 105	1.2
> COc1cccc(/C=C/c2nc(C#N)c(NCCc3ccccc3)o2)c1
→ 108	0
> CCOC(=O)c1c(C)[nH]c(C)c1S(=O)(=O)NCC(=O)NCc1ccc(C)cc1
→ 111	0.3
> O=C(CSc1nnc2ccccn12)Nc1ccc(N2CCOCC2)cc1
→ 99	-0.5
> COc1cccc(-n2cc(C(=O)Nc3ccccc3C(N)=O)c3ccccc3c2=O)c1
→ 108	0.5
> N#CCc1ccc(NC(=O)c2ccccc2C(=O)O)cc1
→ 101	-0.2

Further structures
Order of results: PV pol inh	PV pol inh FP z-score
> COC(=O)c1ccc(COC(=O)c2ccc(OC)c(OC)c2)cc1
→ 100	-0.1
> COc1cccc(CNC(=O)c2ccc(-n3c(C)cc4c3CCCC4)cc2)c1
→ 112	0.4
> COCCN1CCc2nc(SCC(=O)Nc3ccc(Br)cc3)[nH]c(=O)c2C1
→ 112	0.3
> COc1ccc(C2C=C(c3ccc(F)cc3)Nc3nc(-c4ccc(Cl)cc4)nn32)cc1 (stereo not drawn)
→ 108	-0.4
> COCC(=O)Nc1ccccc1C(N)=O
→ 101	0.1
> N#CCSc1nc2cc(C(F)(F)F)ccc2n1Cc1ccccc1
→ 111	0.3
> Cc1cc(C)c2nc(NC3=NCCCCC3)sc2c1
→ 101	-0.1
> COc1ccc2c(c1)N(C[C@H](C)CN(C)C)c1ccccc1S2
→ 101	0.2
> O=C(Nc1ccn(Cc2ccccc2)n1)c1ccccc1
→ 101	-0.1
> COc1ccc(OCC(=O)N(Cc2nc(-c3ccccc3)no2)C2CCCCC2)cc1
→ 105	1
> Cc1ccnc2nc(C(=O)OCC(=O)NCc3cccc(Cl)c3)nn12
→ 111	0.8
> C=CCNC(=O)Cn1nnc(-c2ccc(C)cc2)n1
→ 105	0.3
> Cc1ccccc1S(=O)(=O)Cc1ccc(C(=O)NC2CCC(C)CC2)o1 (stereo not drawn)
→ 102	-0.5
> CCN(Cc1ccccc1)S(=O)(=O)c1ccc(N2CCCCS2(=O)=O)cc1
→ 104	-0.2
> CC(C)COc1ccc(C2=NC(c3ccncc3)=Nc3ccc(F)cc3N2)cc1
→ 102	-1

Further compounds:
Order of results: PV pol inh	PV pol inh FP z-score
> CCN(Cc1ccccc1)C(=O)N1CCOCC1
→ 104	0
> CCN(CC)c1ccc(C2Nc3ccccc3-c3cc(C)nn32)cc1 (stereo not drawn)
→ 109	0.7
> CCC(=O)N1N=C(c2ccc(OC)cc2)CC1c1cn(-c2ccccc2)nc1-c1cccs1 (stereo not drawn)
→ 103	-0.4
> C/C(O)=C/C(=O)Nc1cccc(C(F)(F)F)c1
→ 104	0.7
> O=C(O)Cn1ccc2cc(S(=O)(=O)N3CCCCCC3)ccc21
→ 103	-1.2
> COCCCn1c(=N)c(C(=O)NCc2ccco2)cc2c(=O)n3ccccc3nc21
→ 112	0.1
> CC(C(=O)c1ccccc1)C1(O)C(=O)Nc2ccccc21 (stereo not drawn)
→ 106	1.2
> Cc1ccc(C)c(Cn2nnc3c2nc(C)n2c(=O)[nH]nc32)c1
→ 100	-0.9
> O=C(O)c1ccccc1OCC(=O)N1CCCC1
→ 105	0.2
> CCOC(=O)c1c(C)[nH]c(C)c1S(=O)(=O)N1CCCC(C(=O)Nc2ccc(OC)c(OC)c2)C1 (stereo not drawn)
→ 102	-0.1
> COc1ccccc1C(=O)Oc1nnc2c3ccccc3cnn12
→ 101	-0.4
> Cc1ccc(NC(=O)Cn2c(C)c3cnn(-c4ccccc4)c(=O)c3c2C)cc1
→ 100	-0.5
> CC(C)C(NC(=O)c1ccc(F)cc1)C(=O)Oc1ccc(F)cc1 (stereo not drawn)
→ 104	0.9
> O=C(NCc1ccc2c(c1)CCN2C(=O)c1ccncc1)c1ccccc1Br
→ 104	-0.6
> CN(C)c1nc(=S)nc(NCc2ccccc2)[nH]1
→ 100	-0.2

Record cards (already shown). Order of values: PV pol inh	PV pol inh FP z-score
COc1ccccc1C(=O)Oc1nnc2c3ccccc3cnn12 reads 101	-0.4
CCC(=O)N1N=C(c2ccc(OC)cc2)CC1c1cn(-c2ccccc2)nc1-c1cccs1 (stereo not drawn) reads 103	-0.4
C/C(O)=C/C(=O)Nc1cccc(C(F)(F)F)c1 reads 104	0.7
O=C(O)c1ccccc1OCC(=O)N1CCCC1 reads 105	0.2
O=C(O)Cn1ccc2cc(S(=O)(=O)N3CCCCCC3)ccc21 reads 103	-1.2

Remaining list, next part
Order of results: PV pol inh	PV pol inh FP z-score
> CCOC(=O)Cn1cnc2ccccc2c1=O
→ 107	0.5
> CC1=C(C(=O)Nc2ccccc2)C(c2ccccn2)C(C(=O)Nc2ccccc2)=C(C)N1
→ 105	0.1
> CN(C)CCc1cc2c(c3c1ccc1ccccc13)OCO2
→ 98	-0.5
> Cc1nc(C)c(C(=O)O)c(-c2ccc(F)cc2)c1C(=O)O
→ 101	-0.4
> BrCc1cn(-c2ccccc2)nc1-c1ccccc1
→ 101	-0.5
> Cc1ccc(Nc2sc(C(=O)c3ccc(F)cc3)c(N)c2S(=O)(=O)c2ccc(C)cc2)cc1
→ 108	0.5
> NC(=O)c1ccc(CN2CCc3ccccc3C2)cc1
→ 102	-0.3
> Cc1cccc[n+]1C1[C@@H](c2cccnc2)C(C#N)=C([S-])N[C@]1(C)O (stereo partly drawn)
→ 102	-0.1
> Cc1cccc(NC(=O)c2cc(S(=O)(=O)N3CCCCCC3)cn2C)c1C
→ 106	0
> CCOC(=O)C1=C(CN2CCc3ccccc3C2)NC(=O)NC1c1ccc(OC(C)C)cc1 (stereo not drawn)
→ 99	-0.7
> S=c1[nH]ccn1-c1ccc(Cl)cc1
→ 103	0.1
> O=C(CSc1nnc(-c2ccccc2)o1)NC(=O)Cc1ccccc1
→ 105	0.4
> O=C(NCCCN1CCN(Cc2c(F)cccc2Cl)CC1)c1cccc(C(F)(F)F)c1
→ 105	0
> COc1ccc(NC(=O)Cn2c(=O)n(-c3cccc(C)c3)c(=O)c3c2c2cc(C)ccc2n3C)cc1Cl
→ 100	-1.5
> CCONC1=NCC(C)S1 (stereo not drawn)
→ 111	0.5

(list continues)
Order of results: PV pol inh	PV pol inh FP z-score
> CCOc1cc2sc(N3CCC(C(=O)Nc4ccccc4C(=O)OC)CC3)nc2cc1Br
→ 117	1.9
> COc1cccc(NC(=S)N(CCN(C)C)C(C)c2cccnc2)c1 (stereo not drawn)
→ 101	0
> CCOC(=O)c1ccc(-c2ccc(C3Nc4ccccc4-c4nnc(SCC)nc4O3)o2)cc1 (stereo not drawn)
→ 105	0.6
> Cc1ccc(-n2nc(C)c3c(C(=O)Nc4cccnc4)cc(C)nc32)cc1
→ 102	0.1
> CN(Cc1cc(=O)n2ccsc2n1)C1CCCCC1
→ 103	0.8
> CCc1cc2c(cc3c(=O)n(CC(=O)N4CCCCC4)ncn32)s1
→ 107	0.2
> O=C1NC(=O)N(C2CCCCC2)C(=O)/C1=C\C=C\c1ccco1
→ 107	2
> COC(=O)CC1=C(C)C(=O)CC2C(C)(C)CCC[C@]12C (stereo partly drawn)
→ 102	0
> COc1ccccc1N=c1oc2ccc(Cl)cc2cc1C(N)=O
→ 101	-0.1
> O=C(CN1CCN(Cc2ccccc2)CC1)NCCc1ccccc1
→ 100	-1
> Cn1c(C(=O)NCCCN2CCCC2)cc2c(=O)[nH]c3ccccc3c21
→ 97	-1.7
> Cc1ccc(/C=C2\C(=O)ON=C2c2ccccc2)o1
→ 96	-1.4
> CC1=NN(c2ccccc2)C(=O)C1C(=O)c1ccccc1Br (stereo not drawn)
→ 102	0.2
> COc1ccc(-c2nc3cc4c(cc3o2)Oc2ccccc2N4)cc1
→ 110	1
> O=C(Cn1nc(Cc2ccncc2)c2ccccc2c1=O)NCCCN1CCCCC1
→ 102	-0.8

Further records:
Order of results: PV pol inh	PV pol inh FP z-score
> Cc1nc(SCCOc2ccccc2F)[nH]c(=O)c1Cc1ccccc1
→ 111	1.2
> O=C1/C(=C\c2ccccc2)SC(=S)N1CNc1ccccc1
→ 100	-0.2
> Cc1c(NC(=S)NC(=O)c2ccccc2)c(=O)n(-c2ccccc2)n1C
→ 99	-0.7
> CC1(C)Cc2ccccc2-c2nc(-c3ccccc3)n(N)c(=O)c21
→ 102	0.3
> CCOCCCn1c(=N)c(C(=O)NCC2CCCO2)cc2c(=O)n3cccc(C)c3nc21 (stereo not drawn)
→ 112	0.2
> Cc1onc(-c2ccccc2Cl)c1C(=O)N(C)C1CCCCC1
→ 99	-0.7
> COc1ccc(C)cc1N(C)C(=O)c1c(C)oc2ncnc(N3CCOCC3)c12
→ 108	0.1
> COc1ccc(S(=O)(=O)NC(C)C)cc1-n1cnnn1
→ 105&100	0.3&-0.3
> COCc1oc2ccc(NS(=O)(=O)c3ccc(C)cc3)cc2c1C(=O)OC
→ 107	0.6
> COc1ccc2[nH]c(=O)cc(C(=O)O)c2c1
→ 99	-0.7
> COc1ccccc1NC(=O)Cn1c(C)cc(C)c(C#N)c1=O
→ 102	-0.1
> Cc1cccc(C(=O)Oc2ccc(C)c(C)c2)c1
→ 101	-0.2
> COc1cc(OC)nc(NC2OC(=O)c3ccccc32)n1 (stereo not drawn)
→ 101	-0.2
> CCN(Cc1ccccc1)C(=O)Nc1cn(C)c(=O)c2ccccc12
→ 98	-0.9
> CCOc1ccc(NC(=O)CSC2=Nc3ccccc3C3=NC(Cc4ccccc4)C(=O)N23)cc1 (stereo not drawn)
→ 100	-1.5

Following part.
Order of results: PV pol inh	PV pol inh FP z-score
> Cc1ccc(C(C)C)c(OCC(=O)Nc2nc3c(s2)CCCC3)c1
→ 107	0.4
> CCCCN(CC)C(=O)Cn1ncc2c([nH]c3ccc(C)cc32)c1=O
→ 104	0.4
> O=c1cnc2ccccc2[nH]1
→ 102	0.2
> CCCNS(=O)(=O)c1ccc(NC(=O)COc2ccccc2)cc1
→ 105	1.4
> CCS/C(=C(\C#N)C(N)=O)c1ccc(-c2ccccc2)[nH]1
→ 105	1.1
> Nc1ncncc1C(=O)O
→ 102	0.1
> CC1(C)C(C=C(Cl)Cl)C1C(=O)OC(C#N)c1cccc(Oc2ccccc2)c1 (stereo not drawn)
→ 105&103	1.3&0.7
> NC1=NCC(O)=C1c1nc2ccccc2s1
→ 100	-0.3
> CCN1CCN(c2cc3c(cc2F)c(=O)c(S(=O)(=O)c2ccc(OC)cc2)cn3CC)CC1
→ 100	-1.7
> CC(CCCN1CCC2(CC1)C(=O)NCN2C)c1ccc(F)cc1 (stereo not drawn) (tested in a mixture with another compound)
→ 100	-0.3
> COc1ccc2c(CNCc3ccc(C)o3)c(C(=O)O)n(Cc3ccccc3C)c2c1
→ 113	1
> CCn1c(N)c(-c2csc(C)n2)c(=O)n(CC(=O)NCCC2=CCCCC2)c1=O
→ 105	0.4
> NNC(=O)c1ccc(CS(=O)(=O)c2ccccc2)o1
→ 101	-0.4
> O=C(Cn1ccc2cc(S(=O)(=O)N3CCCC3)ccc21)NCCc1ccccc1
→ 103	0.2
> O=C(O)Cc1ccc(-c2ccccc2)cc1
→ 99	-0.2
> CCN(CCCNC(=O)Cn1ncc2c([nH]c3ccccc32)c1=O)c1cccc(C)c1
→ 112	1.1

Random excerpt: two entries already listed.
Order of results: PV pol inh	PV pol inh FP z-score
> CCCCN(CC)C(=O)Cn1ncc2c([nH]c3ccc(C)cc32)c1=O
→ 104	0.4
> CC(CCCN1CCC2(CC1)C(=O)NCN2C)c1ccc(F)cc1 (stereo not drawn) (tested in a mixture with another compound)
→ 100	-0.3
